# High-throughput results: PubChem BioAssay, several laboratories
# EP2 mod: EP2 receptor modulators, cAMP readout, primary screen, cell-based, HTRF cAMP, PGE2 stimulation. Prostaglandin E2 receptor EP2 subtype (Homo sapiens), P43116. EP2-expressing cells, cAMP HTRF FRET, PGE2 co-stimulation. induction, % at 25 µM. actives 0.83% (n = 260,000). AID 940, 2007;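 active = compounds whose cAMP rise, as percent of the full-agonist control response, exceeds 60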;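 also: rat C6 glioma line stably carrying human EP2 under a CMV promoter; the protocol text gives 20 µM as final concentration; 100% = response of wells given 1 µM PGE2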
# TRPML3 ag: human TRPML3 channel agonists, primary screen, cell-based, HEK293 TRPML3-YFP, Fluo-8 calcium fluorescence, 3 µM. activation, % at 3 µM. 100% = the carbachol control signal. actives 0.29% (n = 220,000);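 active = activation above its plate's cutoff, the mean activation of the plate's test wells plus 3 SD, cut at about 12% in these data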;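 also: 0% = DMSO only wells and 100% = carbachol wells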
# Target sequence (Q8TDD5 whole entry, looked up): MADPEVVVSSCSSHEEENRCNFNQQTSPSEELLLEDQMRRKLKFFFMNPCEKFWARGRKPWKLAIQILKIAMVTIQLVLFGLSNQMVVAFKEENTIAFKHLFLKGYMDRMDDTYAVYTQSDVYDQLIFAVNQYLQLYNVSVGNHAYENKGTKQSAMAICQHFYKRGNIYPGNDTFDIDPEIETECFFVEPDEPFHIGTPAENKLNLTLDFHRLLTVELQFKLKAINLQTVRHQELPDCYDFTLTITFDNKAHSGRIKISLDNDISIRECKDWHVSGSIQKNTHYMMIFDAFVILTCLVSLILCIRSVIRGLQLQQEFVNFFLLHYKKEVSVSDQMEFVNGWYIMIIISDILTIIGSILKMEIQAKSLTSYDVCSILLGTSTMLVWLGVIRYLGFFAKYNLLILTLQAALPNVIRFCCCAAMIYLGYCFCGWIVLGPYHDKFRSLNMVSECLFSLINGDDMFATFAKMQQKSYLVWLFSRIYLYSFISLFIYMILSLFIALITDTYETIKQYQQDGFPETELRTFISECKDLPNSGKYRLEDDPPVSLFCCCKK
#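 Material: TRPML3-YFP stable HEK293 cells | Dosing: One concentration, 3 µM nominal, 0.3% DMSO | Timing: 125 s total fluorescence read per well | Technique: Fluo-8 calcium dye fluorescence, ex 470-495, em 515-575 nm | Measure: Percent activation from peak-to-basal fluorescence ratio, scaled between DMSO and carbachol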
# BaF3 tox: parental Ba/F3 cell viability inhibition, counter-screen for JAK2V617F inhibitor project, murine pro-B, CellTiter-Glo luminescence; CellTiter-Glo ATP luminescence; inhibition, % at 5.6 µM; actives 1.1% (n = 220,000); AID 1486, 2009;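 active = inhibition above a per-campaign cutoff, the mean inhibition of all tested compounds plus 3 SD, cut at about 27% in these data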;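 also: 0% = DMSO wells and 100% = JAK Inhibitor I control wells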
# S1P4 antagonist: S1P4 receptor antagonists, primary screen, cell-based; Sphingosine 1-phosphate receptor 4 (Homo sapiens), O95977; S1P4-expressing cells, antagonist mode, reporter read-out; inhibition, % at 4.98 µM; actives 0.26% (n = 220,000); AID 1510, 2009; in the data active = inhibition above about 29%;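 also: 0% = wells stimulated with agonist and 100% = vehicle wells without agonist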
# S1P4 ag: S1P4 receptor agonists, primary screen, cell-based; activation, % at 4.98 µM; S1P4-expressing cell line, agonist reporter assay; actives 0.35% (n = 220,000); Sphingosine 1-phosphate receptor 4 (Homo sapiens), O95977; in the data active = activation above about 11%;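 also: 0% = DMSO vehicle and 100% = reference agonist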
# Ba/F3 V617F tox: reduced viability of JAK2V617F-dependent Ba/F3 cells, primary screen, JAK2V617F inhibitor project, cell-based, Ba/F3 EpoR-JAK2V617F, luminescence | actives 1.1% (n = 220,000) | ATP luminescence | inhibition, % at 5.6 µM | AID 1446, 2008;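 active = inhibition above the campaign mean plus 3 SD over all tested compounds, cut at about 24% in these data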;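 also: cytokine-independent growth of Ba/F3 cells driven by EpoR plus mutant JAK2; 0% = DMSO-treated cells and 100% = JAK inhibitor I control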
# Calpain2 inh: inhibitors of pig calpain II, primary screen, biochemical, fluorogenic peptide substrate, 1536-well; purified calpain II, 30 min; inhibition, % at 16 µM; actives 0.37% (n = 220,000); AID 1236, 2008;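 active = inhibition above about 50%, limit read from the data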
# PERK inhibitor: block of dimerizer-induced PERK translation repression, primary screen, PERK inhibitor project, CHO PERK-DD cells, SEAP luminescence, HTS; inhibition, % at 5.6 µM; Eukaryotic translation initiation factor 2-alpha kinase 3 (Homo sapiens), Q9NZJ5; actives 0.17% (n = 220,000); CHO PERK-DD fusion, SEAP luminescence translation reporter; AID 1416, 2008;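 active = inhibition above the mean inhibition of all tested compounds plus 3 SD, set separately per screening campaign, cut at about 2.9% in these data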;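 also: PERK kinase domain activated by AP20187 dimerizer at 100 nM; 0% = DMSO with dimerizer and 100% = rapamycin at 8.4 µM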
# zfTRPN1 agonist: zebrafish TRPN1 channel agonists, primary screen, cell-based, HEK293, calcium fluorescence; transient receptor potential cation channel N1 (TRPN1/NompC), Danio rerio; HEK293 zebrafish TRPN1-YFP, Fluo-8 calcium fluorescence; 100% = response to 87 µM carbachol; activation, % at 3 µM; actives 0.18% (n = 220,000); AID 1424, 2008;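 active = activation above its plate's cutoff, the mean activation of test wells on that plate plus 3 SD, cut at about 19% in these data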;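 also: 0% = DMSO alone and 100% = 87 µM carbachol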
#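 Control set: carbachol 87 µM as high control, DMSO as low control; system: HEK293 stable line with zebrafish TRPN1-YFP; read-out: % activation versus carbachol response; detection: intracellular calcium fluorescence with Fluo-8; doses: single test compound dose, 3 µM nominal, 0.3% DMSO; schedule: dye 1 h 37 °C plus 30 min RT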
# * marks the source's active call; other numbers are inactive results; & = joins results of further samples. Random draw from the library. Share with any hit: about 3.6%.
molecule	EP2 mod	TRPML3 ag	BaF3 tox	S1P4 antagonist	S1P4 ag	Ba/F3 V617F tox	Calpain2 inh	PERK inhibitor	zfTRPN1 agonist
CCO[C@@H]1OC(C(=O)N2CCOCC2)=C[C@H](c2ccc(Br)cc2)[C@H]1CCCO	-2.4	0.8	0.8	-16.7	0.1	0.0	9.0	0.5	1.5
CCN(CC)CC(C)(C)COC(=O)c1oc2ccccc2c1C	0.1	0.7	-1.5	-5.7	1.3	-4.5	-44.9	1.2	-1.5
CCOC(=O)CNC(=O)C1Cc2ccccc2CN1S(=O)(=O)c1cccs1 (stereo not given)	16.7	0.5	0.8	-13.6	0.4	1.6	-25.1	-0.1	1.2
Cc1cc(OCC(=O)c2ccc(Br)cc2)ccc1N1C(=O)CCC1=O	-4.0	0.9	6.2	5.0	-0.6	1.7	-35.8	0.6	3.5
CCOCCOC(=O)C(C)Sc1n[nH]c(=O)[nH]c1=O (stereo not given)	18.3	0.7	-3.0	-6.0	0.1	-4.0	5.0	0.9	0.5
COc1cc(Cl)cc(NC(=O)CCN2CCN(C)CC2)c1	42.9	0.7	-1.3	-19.2	-1.5	-2.9	-27.3	0.1	0.8
O=C(O)Cc1ccc2sc(-c3ccccc3)nc2c1	2.6	0.4	9.4	-18.5	-0.4	2.2	-12.8	1.7	0.0
O=C(CCS(=O)(=O)c1ccc(Cl)cc1)OCC(=O)N1CCCCC1	4.5	0.7	3.9	-0.8	-0.7	-0.9	-42.3	0.8	2.6
CCC[n+]1c(C)sc2c3c(ccc21)CCCC3	-7.5&-14.3	-0.9	2.4	10.6	1.6	3.9	-21.5	-0.9	-1.0
COc1ccc(C2CC(C(F)(F)F)n3nc(C(=O)NCc4cn(C)nc4C)c(Cl)c3N2)cc1 (stereo not given)	1.0	0.6	14.5	-11.7	0.3	3.2	-12.8	-0.7	0.8
COc1ccc(/C=C/CN2CCN(Cc3cccc(OC)c3)C(CCO)C2)cc1 (stereo not given)	-37.8	0.9	2.1	1.0	-1.9	-5.1	1.6	-0.7	0.5
COCCN1C(=O)C(=O)/C(=C(/O)c2ccc(S(=O)(=O)N3CCOCC3)cc2)C1c1cccc(O)c1 (stereo not given)	-7.6	-0.1	-1.8	-0.3	1.3	6.0	31.8	-0.8	2.0
O=C(NC(Cc1ccccc1)C(=O)NCc1ccccn1)c1ccco1 (stereo not given)	8.4	0.1	3.9	2.2	2.4	-2.7	16.7	1.0	-0.2
Cn1c(=O)c2[nH]c(N3CCN(c4ccccc4)CC3)nc2n(C)c1=O	1.0	0.7	5.0	-14.2	-0.8	3.6	6.4	0.0	1.4
CC1(C)CC(=O)C=C(NCCN2CCN(C(=O)Nc3ccccc3)CC2)C1	25.4	-0.2	4.1	-14.1	-2.4	-2.4	-45.5	0.9	0.1
CCOc1ccc(NS(=O)(=O)c2ccc(N)cc2)cc1	-7.5	0.0	3.8	2.7	-1.6	0.0	-0.2	2.2	-0.3
CCCCNc1nc(=S)n(-c2ccccc2)c(C)c1C(C)=O	12.7	0.5	5.7	-1.2	-1.4	-0.3	-17.8	0.3	0.3
O=S1(=O)N=C(N2CCCc3ccccc32)c2ccccc21	48.3	0.1	7.7	4.7	-0.1	-1.5	6.1	-0.1	0.7
COc1ccc(C2=NO[C@@H]3C(=O)N(c4ccc(C)cc4C)C(=O)[C@H]23)cc1OC	-1.7	0.8	-1.4	-9.5	2.0	-2.1	21.2	-0.2	0.3
Cc1ccc(S(=O)(=O)NCCC(=O)NCCN2CCCCCC2)cc1	12.5	1.1	5.5	-2.2	-0.6	-2.1	-0.7	0.2	-1.1
CCCS(=O)(=O)n1nc(-c2ccc(Br)cc2)cc1N	-4.9	-0.6	6.5	-5.1	0.2	-0.9	13.2	1.1	-0.9
Cc1cccc(NC(=O)CSc2nc3c([nH]c4ccccc43)c(=O)n2C)c1	10.1	0.9	11.3	-10.1	0.2	-0.8	-8.0	0.9	-0.5
COc1ccc(N2C(=O)CC(N3CCC(O)(c4cccc(C(F)(F)F)c4)CC3)C2=O)cc1 (stereo not given)	-5.9	0.9	4.1	-2.8	-0.6	3.6	-9.4	0.4	0.8
O=C(Nc1ccccc1C(F)(F)F)c1cc(-c2cccc(O)c2)on1	14.1	1.7	2.4	8.9	1.5	1.9	-16.1	0.3	0.8
Cc1cc(C(=O)Cn2nc(C(=O)O)c3ccccc3c2=O)c(C)n1CCc1ccc(F)cc1	-4.3	0.3	-0.6	-13.8	1.2	-0.2	-58.7	1.2	2.3
C=CCN(C(=O)c1csnn1)C(C(=O)NC(C)(C)C)c1ccncc1 (stereo not given)	10.0	0.8	7.4	-6.7	0.1	1.0	3.1	-0.3	-0.4
Cc1cc(-c2nnc(SCC(=O)Nc3nc(-c4ccccc4)cs3)o2)no1	29.6	0.8	-5.1	-1.3	0.8	-3.0	-15.1	0.8	0.7

# Sorted by length of the SMILES (low to high): some entries from above
molecule	EP2 mod	TRPML3 ag	BaF3 tox	S1P4 antagonist	S1P4 ag	Ba/F3 V617F tox	Calpain2 inh	PERK inhibitor	zfTRPN1 agonist
O=C(O)Cc1ccc2sc(-c3ccccc3)nc2c1	2.6	0.4	9.4	-18.5	-0.4	2.2	-12.8	1.7	0.0
CCOc1ccc(NS(=O)(=O)c2ccc(N)cc2)cc1	-7.5	0.0	3.8	2.7	-1.6	0.0	-0.2	2.2	-0.3
CCOCCOC(=O)C(C)Sc1n[nH]c(=O)[nH]c1=O (stereo not given)	18.3	0.7	-3.0	-6.0	0.1	-4.0	5.0	0.9	0.5
CCCCNc1nc(=S)n(-c2ccccc2)c(C)c1C(C)=O	12.7	0.5	5.7	-1.2	-1.4	-0.3	-17.8	0.3	0.3
O=C(NC(Cc1ccccc1)C(=O)NCc1ccccn1)c1ccco1 (stereo not given)	8.4	0.1	3.9	2.2	2.4	-2.7	16.7	1.0	-0.2
Cc1cc(OCC(=O)c2ccc(Br)cc2)ccc1N1C(=O)CCC1=O	-4.0	0.9	6.2	5.0	-0.6	1.7	-35.8	0.6	3.5
CCOC(=O)CNC(=O)C1Cc2ccccc2CN1S(=O)(=O)c1cccs1 (stereo not given)	16.7	0.5	0.8	-13.6	0.4	1.6	-25.1	-0.1	1.2
CC1(C)CC(=O)C=C(NCCN2CCN(C(=O)Nc3ccccc3)CC2)C1	25.4	-0.2	4.1	-14.1	-2.4	-2.4	-45.5	0.9	0.1
COc1ccc(N2C(=O)CC(N3CCC(O)(c4cccc(C(F)(F)F)c4)CC3)C2=O)cc1 (stereo not given)	-5.9	0.9	4.1	-2.8	-0.6	3.6	-9.4	0.4	0.8
COc1ccc(C2CC(C(F)(F)F)n3nc(C(=O)NCc4cn(C)nc4C)c(Cl)c3N2)cc1 (stereo not given)	1.0	0.6	14.5	-11.7	0.3	3.2	-12.8	-0.7	0.8

# A different layout for 2 compounds above.
# Every second line gives: EP2 mod | TRPML3 ag | BaF3 tox | S1P4 antagonist | S1P4 ag | Ba/F3 V617F tox | Calpain2 inh | PERK inhibitor | zfTRPN1 agonist
> O=C(NC(Cc1ccccc1)C(=O)NCc1ccccn1)c1ccco1 (stereo not given)
 : 8.4 | 0.1 | 3.9 | 2.2 | 2.4 | -2.7 | 16.7 | 1.0 | -0.2
> Cn1c(=O)c2[nH]c(N3CCN(c4ccccc4)CC3)nc2n(C)c1=O
 : 1.0 | 0.7 | 5.0 | -14.2 | -0.8 | 3.6 | 6.4 | 0.0 | 1.4
